Screening results deposited in PubChem by National Center for Advancing Translational Sciences (NCATS).
12-LOX inh: blocks human arachidonate 12S-lipoxygenase. purified 12hLO, xylenol orange hydroperoxide absorbance. Potency, µM (doses to about 108 µM), inactives show at the top dose activity change, negative = inhibition, usual class: inhibitors. AID 1671190. P18054. actives 1.1% (n = 580,000); active = well fitted inhibition curve with a large enough effect; inconclusive = small, poorly fitted or top-dose-only effect, or another doubt; inactive = no such curve, though single readings can be large or run the other way
Target sequence (P18054 whole entry, looked up): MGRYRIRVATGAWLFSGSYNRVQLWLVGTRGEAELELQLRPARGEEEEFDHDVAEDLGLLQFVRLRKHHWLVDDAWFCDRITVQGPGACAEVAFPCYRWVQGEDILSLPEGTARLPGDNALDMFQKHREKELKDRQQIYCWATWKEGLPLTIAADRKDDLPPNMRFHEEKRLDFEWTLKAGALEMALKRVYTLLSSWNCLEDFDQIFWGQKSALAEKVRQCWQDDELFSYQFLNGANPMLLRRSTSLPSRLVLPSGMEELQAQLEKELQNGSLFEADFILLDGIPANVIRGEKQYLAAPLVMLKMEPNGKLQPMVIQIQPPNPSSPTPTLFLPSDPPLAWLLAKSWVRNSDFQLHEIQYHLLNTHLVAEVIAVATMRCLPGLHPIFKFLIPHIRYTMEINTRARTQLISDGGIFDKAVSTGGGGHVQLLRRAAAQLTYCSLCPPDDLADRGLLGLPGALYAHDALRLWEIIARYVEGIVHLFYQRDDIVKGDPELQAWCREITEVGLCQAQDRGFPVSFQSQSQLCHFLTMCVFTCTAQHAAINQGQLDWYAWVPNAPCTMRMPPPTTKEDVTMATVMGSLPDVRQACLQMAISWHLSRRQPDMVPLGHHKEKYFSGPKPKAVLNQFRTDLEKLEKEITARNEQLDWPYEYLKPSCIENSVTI
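Purified human 12hLO (150 nM final) in 25 mM Hepes, 0.01% Triton X-100, pH 7.0 was preincubated 15 min at room temperature with compound. Then 40 uM arachidonic acid was added, 30 min. Hydroperoxide was read by Fe-XO absorbance ratio 573/405 nm.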
Starred values were filed as active, the others as inactive; u = inconclusive; [ ] = another dose, or the depositor's remark. % is scaled to controls: 0 for no effect and ±100 for the full control effect; potency is read from the fitted curve at half-maximal effect.

12-LOX inh	smiles
-1%	O=C(NCc1ccccc1)[C@@H]1CCCN1C(=O)[C@H]1CCCN1C(=O)c1ccc(OC(F)(F)F)cc1
30%	O=C(c1ccco1)N1CCN(c2cc(-c3cccs3)[nH]n2)CC1
-9%	O=C(Nc1ccccc1F)c1ncoc1-c1cccc(Cl)c1
-2%	N#CCCN(C(=O)COC(=O)c1nn(-c2ccccc2)c(=O)c2ccccc12)c1ccccc1
29%	Cc1oc2ccn(Cc3cccc(F)c3)c(=O)c2c1C(=O)N(C)Cc1ccccc1
3%	O=C(NCCc1nc(-c2ccccc2)cs1)C1CC(=O)N(c2n[nH]c3ccccc23)C1 (stereo not drawn)
u	COc1ccc(-c2ccc(CCC(=O)NC(C)C)o2)cc1
u	CN1CCC(NC[C@H]2O[C@@H](CO)[C@@H](O)[C@H]2N2CCN(c3ccc(F)cc3)CC2)CC1
-20%	Cc1ccc(NC(=O)c2ncoc2-c2ccc(C)s2)c(C)c1
-5%	Cc1ccc(-n2c(SCC(=O)NC(N)=O)nnc2N2CCCCC2)cc1
u	COc1ccc(C(=O)NC2CCN(c3ccc(C)cc3)C2=O)cc1F (stereo not drawn)
10%	COc1ccc2cc(C(=O)NCC(C)N3CCCC3)c(C)nc2c1 (stereo not drawn)
29%	CCOc1cc(=O)n2c(c1C(=O)Nc1cc(Cl)ccc1C)CCCC2
36%[activator]	Cc1ncoc1C(=O)N1CCCCCCn2c(nnc2-c2ccc(F)cc2)CC1
-3%	N#CCCCSc1nnc(-c2c[nH]c3ccccc23)n1C1CC1
u	O=C(O)CNCc1cccc2ccccc12
27%	CN1CCN(c2oc(-c3ccccc3F)nc2C#N)CC1
30%	COc1ccc(C(=O)N2CCn3c(nnc3C(=O)N3CCCCC3)C2)cc1
6%	O=C1CC[C@@H](C(=O)NCC2Cc3cc(Cl)cc(-c4ccc5[nH]ccc5c4)c3O2)N1 (stereo partly drawn)
38%[activator]	COc1cccc(CN2CCCC(c3nc(-c4ccncc4)ncc3-c3ccccc3C)C2)c1O (stereo not drawn)
-14%[176 µM]	CNC(=O)[C@@H](c1ccccc1F)N1CCC[C@H]1C(=O)N1CCCCC1
u	CC(C)NC(=O)N1CCCC1c1nnc2n1CCNC2 (stereo not drawn)
29%	COC(=O)c1ccc(N2CCN(C(=O)Cn3nnnc3CN(C)C(C)C)CC2)cc1
43%[activator]	CCCN(CC1CCOC1)C(=O)Nc1c(C)cccc1C (stereo not drawn)
0%	O=C(NCCN1CCCC1)[C@@H]1[C@@H](CO)[C@@H]2Cn3c(cccc3=O)[C@@H]2N1C(=O)c1ccccc1
-2%[176 µM]	COCC(=O)N1CC[C@H](c2nc3ccc(C)cc3[nH]2)C1
32%[activator]	O=C(c1ccc(Cl)s1)N1CCC(N(C(=O)C2CC2)C2CCOCC2)CC1
17%	CCCCn1nc(C2CCOCC2)nc1CCC(=O)N(C)C
18%	O=C(Cc1ccc(N(Cc2cccc(F)c2)C(=O)c2ccco2)cc1)NCc1ccccc1
1.8µM*	CSc1ccc(/C=N/Nc2ccc(F)cc2F)cc1
u	c1cc(CNCCCN2CCCCC2)ccn1
u	CCCC(=O)OCC(=O)c1ccc(-c2ccccc2)cc1
30%	CCN(CC)C(=S)SCc1csc(-c2ccc(C)cc2)n1
u	Cc1ccc(-n2c(C)nnc2SCC(=O)Nc2c(C#N)c(C)c(C)n2Cc2ccccc2)cc1
20%[176 µM]	CCN(CC)C(=O)C(C)[C@@H]1CC[C@@]2(C)CC[C@H](NC(=O)c3cnccn3)[C@@H](C)[C@@H]2[C@H]1O (stereo partly drawn)
-30%	COc1cc(-c2cc(C(=O)O)c3ccccc3n2)cc(OC)c1OC
82%[activator][176 µM]	O=c1c2nc(NCc3ccccc3)ccc2ncn1Cc1ccccn1
7%	COc1ccccc1-c1coc2cc(OC(=O)c3ccccc3C)ccc2c1=O
13%	CCN1c2cc(C(=O)Nc3cccc(C#N)c3)ccc2C(=O)N2CCCCCC21 (stereo not drawn)
44%[activator]	CCCN(Cc1ccc(F)cc1)C(=O)c1cnc(-c2ccc(C)cc2)[nH]c1=O
1%	COCCN1C(=O)CS(=O)C12CCN(C(=O)Nc1ccc(OC)cc1)CC2 (stereo not drawn)
64%[activator]	COc1ccc(-n2nc(C3CCN(C(=O)c4ccc(Cl)nc4)CC3)[nH]c2=O)cc1
-14%	N#Cc1ccc(OCCCN2CCC(C(O)(C3=CCCC3)c3ccccc3)CC2)cc1 (stereo not drawn)
u	S=C(NCc1ccc(Cl)cc1)NC1CC2CCC1C2 (stereo not drawn)
-27%	COc1ccccc1-c1cc(-n2ccnc2)ncn1
18%	Cc1nnsc1C(=O)N[C@H]1CCN(C(=O)c2ccco2)[C@H](C(=O)N[C@H](Cc2c[nH]c3ccccc23)C(N)=O)C1
7%	O=C(NC[C@H]1O[C@@H](CC(=O)N2CCN(c3ccccn3)CC2)[C@H](O)[C@@H]1O)Nc1ccccc1
33%	NS(=O)(=O)c1ccc(CNC(=O)Cn2nc3c(cc2=O)CCCC3)cc1
14%	CCCCCCCCOc1ccc(OC(=O)/C=C/c2ccc(OC)cc2)cc1
4%	CCN1CC(C(=O)NCc2ccc(-c3ccc(F)cc3)o2)CCC1=O (stereo not drawn)
2%[176 µM]	COc1ccc(CN2C[C@H](O)C[C@H]2c2nc(-c3ccc(F)cc3)no2)c(OC)c1OC
u	CC(=O)N1CCN(c2ccc(N3CCN(Cc4ccccc4)[C@H](C)C3)c(C)c2)[C@@H](C)C1
61%[activator]	Cc1ccccc1C(=O)N1CCC2(CC1)Cc1ccccc1NC2=O
-4%	CC(C)C(C)NC(=O)c1ccc(Cl)cc1 (stereo not drawn)
u	CC(Nc1ccc([N+](=O)[O-])cn1)c1ccc(Cl)c(Cl)c1 (stereo not drawn)
-5%	O=C/C=C/c1cccc([N+](=O)[O-])c1
22%	CN(C)C(=O)c1cccnc1OC1CCN(C(=O)c2ccnn2C)C1 (stereo not drawn)
u	COc1ccc(CN2CCn3c(nn(-c4ccc([N+](=O)[O-])cc4)c3=O)C2)cc1
27%	CNC(=O)N1CCC(N2C(=O)C3(CCCCC3)C2c2ccccc2)CC1 (stereo not drawn)
72%[activator]	Cc1occc1C(=O)N[C@@H]1CN(S(C)(=O)=O)C[C@H]1CN(C)C

6 entries out of the list above, ordered by the value under 12-LOX inh, largest number first:
12-LOX inh	smiles
27%	CNC(=O)N1CCC(N2C(=O)C3(CCCCC3)C2c2ccccc2)CC1 (stereo not drawn)
14%	CCCCCCCCOc1ccc(OC(=O)/C=C/c2ccc(OC)cc2)cc1
13%	CCN1c2cc(C(=O)Nc3cccc(C#N)c3)ccc2C(=O)N2CCCCCC21 (stereo not drawn)
4%	CCN1CC(C(=O)NCc2ccc(-c3ccc(F)cc3)o2)CCC1=O (stereo not drawn)
-4%	CC(C)C(C)NC(=O)c1ccc(Cl)cc1 (stereo not drawn)
-27%	COc1ccccc1-c1cc(-n2ccnc2)ncn1

Other records follow:
12-LOX inh	smiles
7%	CC(C)Cc1cc(C(=O)NCC2Cc3cc(F)cc(-c4ccccn4)c3O2)no1 (stereo not drawn)
43%[activator]	NCCO[C@H]1C[C@@H](O)C12CCN(C(=O)Cn1cnnn1)CC2
u	Cc1ccc(C(=O)C(C#N)C(=O)NCc2ccccc2)cc1C (stereo not drawn)
34%[activator]	Cc1ccccc1CC(=O)N1CCC2(CC1)N(c1ccccc1)C(=O)CS2(=O)=O
u	CC(C)NCCOCCOc1ccccc1
-13%	CN(C)CCCn1cnc2c1c(=O)[nH]c(=O)n2C
37%[activator]	O=C(CCc1nc2ccccc2[nH]1)N1CCC(c2noc(-c3ccccn3)n2)C1 (stereo not drawn)
-12%	Cc1ccc(-c2noc(CSc3nnc(C4CC4)n3-c3ccccc3)n2)cc1
116%[activator]	COc1ncc2nc(C)c(=O)n(Cc3cccs3)c2n1
20%	CCOC(=O)c1c(C)c(C(=O)Nc2ccc(Cl)cc2)c(C)n1CC
37%	O=C(Cn1ccn2nc3c(c2c1=O)CCCC3)NCCc1ccccc1
-17%	CC(C)(C)c1ccc(/C=C/C(=O)N[C@@H]2C[C@H]3CC[C@@H]2C3)cc1
35%	Cc1ccc(-c2cnc(CCC(=O)Nc3ccn(C)n3)o2)cc1
10%	CC(C)NC(=O)C1(C)CN(S(C)(=O)=O)CC(=O)N1CCc1ccccc1 (stereo not drawn)
46%[activator]	COc1ccc(-c2cc(N3CCCN(C(=O)Cc4cccc(F)c4)CC3)n[nH]2)cc1
u	O=C(C1CCCC1)N1CCc2nc(-c3ccccc3)nc(-c3ccc(Cl)cc3)c2C1
8%[176 µM]	CNC(=O)c1cc(-c2cnn(C)c2C)cc2c1OCCN2Cc1cccnc1
26%[176 µM]	Fc1ccc(CN2Cc3[nH]cnc3C[C@H]2c2nc(-c3ccc(Cl)cc3)no2)cc1
u	O=C(c1cc2n(n1)CC(c1ccc(Br)cc1)OC2)N1CCOCC1 (stereo not drawn)
29%[176 µM]	O=C1OCC2(CCN(Cc3ccn[nH]3)C2)N1Cc1ccccc1 (stereo not drawn)
34%[activator]	CCn1nccc1C(=O)N1[C@@H]2CC[C@H]1CC(NC(=O)c1cnc(C)cn1)C2 (stereo partly drawn)
u	Cc1nc(-c2ccc(Cl)cc2)n(CC(=O)Nc2cccc(C(F)(F)F)c2)c(=O)c1CCO
16%	COC(=O)C1CN(Cc2ccc(F)cc2)CCS(=O)(=O)N1Cc1ccc(C(F)(F)F)cc1 (stereo not drawn)
-8%[12.5 µM]	O=C1CC2CCN(C(=O)c3ccc(F)cc3)CC2CCN1 (stereo not drawn)
14%	COCCN1C(=O)CS(=O)(=O)C12CCN(C(=O)Cc1cccc(OC)c1)CC2
30%[176 µM]	O=C(NCc1ccccc1)N1CCN2C(=O)N(C3CCCCC3)C[C@H]2C1
u	CCN1CCCC12Cc1ccccc1CN(C(=O)c1ccccc1)C2 (stereo not drawn)
11%	COc1cccc(C(=O)N2CCC3(CC2)OCC(C(=O)NC(C)C)N3C(=O)c2ccccc2C)c1 (stereo not drawn)
-8%	COC(=O)c1cnn(-c2ccc(C(=O)Nc3ccc(C)cc3Br)cc2)c1N
u	O=C(COc1ccccc1)N1CCC(c2n[nH]c(=O)n2Cc2ccc(F)cc2)CC1
u	CCCCN1C=C(OC(=O)c2ccccc2OC)c2ccccc2S1(=O)=O
u	CCN(Cc1ccccc1)C(=O)COc1ncnc2ccc(Br)cc12
30%[activator]	COc1ccc(S(=O)(=O)N2CCCC(Cn3cnc4cccnc43)C2)cc1OC (stereo not drawn)
53%	CC(NC(=O)NCc1ccn[nH]1)c1ccc2c(c1)OCCO2 (stereo not drawn)
15%	O=C(c1cncs1)N(Cc1cc2cc3c(cc2nc1N1CCOCC1)CCC3)CC1CCCO1 (stereo not drawn)
8%[6.33 µM]	CC(C)(C)OC(=O)N1CC(NCc2cccc(-c3cccs3)c2)C1
u	CC(C)CN(Cc1cnn(C)c1)C(=O)c1cccc(OCC(N)=O)c1
4%	CN1CC2(CCN(C(=O)c3ccc(C#N)cc3)CC2)CC1C(=O)N1CCOCC1 (stereo not drawn)
0%	CONC(=O)Cn1c2ccccc2c(=O)c2ccccc21
-31%	Cc1ccc(O)c(C(=O)C/C(=N/O)C(F)(F)C(F)F)c1
0%	Cc1nc2cncnc2n(-c2ccccc2)c1=O
-19%	Cc1cnc(CNc2ccnc(-c3ccccc3C)n2)cn1
30%	CCc1cc(=O)n(CC(=O)N2CCN(c3ccccc3F)CC2)c(N2CCOCC2)n1
-2%	Cc1ccc(-c2nc(C(=O)N3CCN(c4cccc(C)c4)CC3)no2)cc1
-32%[57.4 µM]	CC(C)=CCCC(C)=CCCC(C)=CCSc1ccccc1C(=O)O
5%	COc1cccc(CN2CC3(C2)C(=O)N(Cc2ccccc2Cl)C(=O)[C@@H]2C[C@@H](O)CN23)c1
44%	CCCNC(=O)CSc1ncc(-c2ccc(Cl)cc2)o1
32%[activator]	COC(=O)CNC(=O)c1nc(-c2cc(Cl)cc(Cl)c2)c2ccccn12
9%	O=C(C[C@@H]1CCNC[C@@H]1Cc1cc(-c2ccc(F)cc2)on1)NCc1ccc2c(c1)OCO2
-38%	CN(Cc1ccc(C(=O)NC2CC2)cc1)c1nc2ccccc2o1
48%[activator]	O=C(NC1CCCCC1)C1CN(C(=O)c2cccc(F)c2)CC12CCOCC2 (stereo not drawn)
51%[activator][176 µM]	O=C(c1ccccc1)N1CCN2C(=O)N(Cc3ccccn3)C[C@H]2C1
-36%	CCC(C)(C(=O)NC1CCCC1)N(Cc1cccs1)C(=O)CNC(=O)c1ccccc1 (stereo not drawn)
u	O=C(CC1C(=O)NCCN1CC(c1ccccc1)c1ccccc1)NCc1ccoc1 (stereo not drawn)
-45%	CCCn1nc(C(=O)OCc2ccc(C#N)cc2)c2ccccc2c1=O
8%	CC(=O)NC1=NN(C(C)=O)C2(S1)C(=O)N(CCc1ccccc1)c1c(C)cc(C)cc12 (stereo not drawn)

7 compounds already listed, ordered by formula weight, smallest number first:
12-LOX inh	smiles
-27%	COc1ccccc1-c1cc(-n2ccnc2)ncn1
17%	CCCCn1nc(C2CCOCC2)nc1CCC(=O)N(C)C
-9%	O=C(Nc1ccccc1F)c1ncoc1-c1cccc(Cl)c1
u	COc1ccc(C(=O)NC2CCN(c3ccc(C)cc3)C2=O)cc1F (stereo not drawn)
-45%	CCCn1nc(C(=O)OCc2ccc(C#N)cc2)c2ccccc2c1=O
-5%	Cc1ccc(-n2c(SCC(=O)NC(N)=O)nnc2N2CCCCC2)cc1
7%	CC(C)Cc1cc(C(=O)NCC2Cc3cc(F)cc(-c4ccccn4)c3O2)no1 (stereo not drawn)

An excerpt; rates above refer to the full screens.
